# SSB-PriA inh = inhibitors of Klebsiella pneumoniae PriA binding to SSB C-terminal tail, primary screen, biochemical, AlphaScreen; AlphaScreen SSBct-PriA binding, biotinylated peptide; inhibition, % at 33 µM; actives 0.6% (n = 430,000); AID 1272365, 2023; in the data active means inhibition mostly above about 37%, no sharp cut-off; inactive means mostly below about 20%;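 further: plate controls were negative control peptide for no effect and reference peptide for full effect; strong numbers were not always called active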
# Vc quorum ag = inducers of Vibrio cholerae quorum light production without autoinducers, primary screen, BH1578 luxS cqsA deficient, single point; actives 0.16% (n = 350,000); V. cholerae BH1578 lux reporter, luminescence, 6 h; activation, % at 18.7 µM; in the data active means activation mostly above about 9.7%, no sharp cut-off; inconclusive means no clear call, values can overlap the other calls; inactive means mostly below about 3.7%; further: not every result past the cut was called active; inactives centre near 0; reference of the scale not given here
# PfHsp40 rescue = rescue of yeast from PfHsp40 toxicity, primary screen, S. cerevisiae, ATP luminescence | growth rescue, % at 12.5 µM | S. cerevisiae expressing PfHsp40, growth rescue | AID 504582, 2011 | actives 0.68% (n = 340,000); in the data active means growth rescue above about 28%, passing the limit was not always enough; inconclusive means no clear call, values can overlap the other calls;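 further: yeast W303a lacking pdr1 and pdr3 grown in galactose medium; growth measured after three days at 30 °C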
# VHR inh abs = VHR1 phosphatase inhibitors, primary screen, biochemical, absorbance, uHTS; inhibition, % at 13.3 µM; recombinant VHR phosphatase, pNPP absorbance; actives 0.52% (n = 290,000); Dual specificity protein phosphatase 3 (Homo sapiens), P51452; in the data active means inhibition above about 50%; further: some compounds called inactive have numbers as strong as hits
# Target sequence (P51452 whole entry, looked up): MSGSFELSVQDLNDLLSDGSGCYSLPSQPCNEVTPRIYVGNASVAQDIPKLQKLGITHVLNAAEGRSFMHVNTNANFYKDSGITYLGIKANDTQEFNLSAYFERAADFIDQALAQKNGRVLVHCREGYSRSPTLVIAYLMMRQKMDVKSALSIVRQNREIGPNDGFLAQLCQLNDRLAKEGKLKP
# Anthrax LF prot = Bacillus anthracis LF protease inhibitors, primary screen, biochemical, multiplex microsphere, MLPCN library; inhibition, % at 10 µM; multiplex microsphere protease cleavage assay; actives 0.12% (n = 360,000); further: plate controls were buffer without enzyme for full effect and enzyme alone for no effect
# Target sequence (P15917 whole entry, looked up): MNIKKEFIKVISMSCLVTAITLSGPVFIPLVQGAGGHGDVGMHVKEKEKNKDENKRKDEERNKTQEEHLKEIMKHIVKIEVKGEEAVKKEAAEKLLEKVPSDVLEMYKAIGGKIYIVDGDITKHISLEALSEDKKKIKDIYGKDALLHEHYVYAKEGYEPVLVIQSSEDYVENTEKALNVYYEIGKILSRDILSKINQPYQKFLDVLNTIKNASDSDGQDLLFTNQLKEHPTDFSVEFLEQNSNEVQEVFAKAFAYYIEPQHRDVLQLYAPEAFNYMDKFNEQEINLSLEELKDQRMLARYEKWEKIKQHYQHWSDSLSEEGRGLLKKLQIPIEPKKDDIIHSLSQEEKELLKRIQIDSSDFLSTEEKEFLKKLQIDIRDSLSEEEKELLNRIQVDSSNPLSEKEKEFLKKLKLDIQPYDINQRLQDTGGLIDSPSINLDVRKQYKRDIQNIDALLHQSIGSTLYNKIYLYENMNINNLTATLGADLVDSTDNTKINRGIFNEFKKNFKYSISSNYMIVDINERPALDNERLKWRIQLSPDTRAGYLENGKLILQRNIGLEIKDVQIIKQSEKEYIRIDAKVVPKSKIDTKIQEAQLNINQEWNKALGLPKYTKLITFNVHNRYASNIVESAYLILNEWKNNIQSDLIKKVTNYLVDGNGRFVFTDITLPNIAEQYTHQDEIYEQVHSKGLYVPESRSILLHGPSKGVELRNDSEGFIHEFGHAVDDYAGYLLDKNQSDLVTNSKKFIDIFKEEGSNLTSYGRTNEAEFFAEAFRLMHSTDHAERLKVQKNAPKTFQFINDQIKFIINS
# SARS 3CLpro inh = SARS-CoV 3CLpro protease inhibitors, primary screen, biochemical, quenched FRET; Replicase polyprotein 1ab (Severe acute respiratory syndrome coronavirus), P0C6X7; recombinant SARS-CoV 3CLpro, quenched FRET peptide cleavage; inhibition, % at 6 µM; actives 0.14% (n = 290,000); in the data active means inhibition above about 12%
# CCHF vOTU inh = CCHFV vOTU protease inhibitors, primary screen, biochemical, Pep-AMC substrate, fluorescence; inhibition, % at 11.5 µM; actives 0.55% (n = 370,000); Crimean-Congo hemorrhagic fever virus L polyprotein viral ovarian tumor (vOTU) protease …; in the data active means inhibition above about 30%; further: 0% = vehicle wells with enzyme and 100% = no enzyme wells
# BoNT A protease = BoNT/A light chain protease inhibitors, primary screen, biochemical, flow cytometry, MLPCN library; inhibition, % at 10 µM; AID 588499, 2011; Botulinum neurotoxin type A light chain protease (Clostridium botulinum A str. ATCC 3502); actives 0.17% (n = 360,000); multiplex microsphere protease substrate cleavage; further: plate controls were buffer without enzyme for full effect and enzyme alone for no effect
# Y pestis TopoI = Yersinia pestis topoisomerase I inhibitors, primary screen, biochemical, cleavage product accumulation, plate reader, single point. DNA topoisomerase I (Yersinia pestis CO92). Y. pestis Topo-I cleavage product accumulation. activity, % at 10 µM. actives 0.064% (n = 360,000). AID 504884, 2011; in the data active means activity above about 50%, passing the limit was not always enough; inconclusive means no clear call, values can overlap the other calls; further: inactives centre near 2
# TcdB inh = TcdB glycohydrolase inhibitors, primary screen, biochemical, single point, plate reader | Toxin B (Clostridioides difficile), P18177 | actives 0.24% (n = 350,000) | AID 652162, 2013 | inhibition, % at 9.99 µM | TcdB glycohydrolase enzymatic assay; in the data active means inhibition above about 10%
# * = called active by the depositor; i = inactive; ? = inconclusive; . = no result given; & = joins results of further samples. Unless noted, no stated cut-off is given here; in the data, active means inhibition above about 30%; inconclusive means no clear call, values can overlap the other calls; inactive means below that. An excerpt; the hit share may differ from the screen's.
no.	Compound	SSB-PriA inh	Vc quorum ag	PfHsp40 rescue	VHR inh abs	Anthrax LF prot
1	Cc1ccc2[nH]cc(CCNC(=O)C3CCCCC3)c2c1	7	0.0	1.3	20	-14
2	O=C(O)CNC(=S)N(Cc1ccccc1)Cc1cccnc1	-7	-0.1	1.7	4	-1
3	COc1ccc(Cl)cc1NC(=O)Nc1ccccc1SC	-12	0.4	-0.3	1	1
4	CCNC(=S)Nc1cc(OCC)c(NC(=O)c2ccco2)cc1OCC	6	-0.3	-0.2	8	1
5	CCOC(=O)N1CCC(Nc2c(NCCCN(CC)CC)c(=O)c2=O)CC1	1	-0.3	-1.0	13	-8
6	CSC[C@H](NC(=O)COc1cc2c(c3oc(=O)cc(C)c13)CCC(C)(C)O2)C(=O)O	2	-0.3	0.1	24	-8
7	O=C1[C@H](O)[C@@H](O)C(=O)N1Cc1ccccc1	-11	i	-1.5	.	5
8	COc1ccccc1-c1nnn(CC#N)n1	-3	20*	0.5	-14	-4
9	COC(C[C@H]1O[C@@H]1[C@@H](O)[C@H](C)OCc1ccccc1)OC	-10	i	-0.9	4	9
10	C/C(=N\OCC(=O)NC12CC3CC(CC(C3)C1)C2)c1cc2ccccc2o1	.	-0.2	14	5	-1
11	O=C(O)C1C2C=CC(CC2)C1C(=O)O (stereo unspecified)	9	i	-0.6	14	-11
12	COc1ccc(CNC(=O)CN2C(=O)CSc3ccc(S(=O)(=O)N4CCOCC4)cc32)c(OC)c1	-8	-0.3	-0.9	12	7

no.	SARS 3CLpro inh	CCHF vOTU inh	BoNT A protease	Y pestis TopoI	TcdB inh
1	4	8	-0.9	-4	0.9
2	4	4	0.6	-13	0.8
3	-1	-1	-1.3	0	1.9
4	0	-10	-0.6	-8	.
5	1	4	-0.2	-6	0.9
6	1	-192	0.6	0	0.2
7	3	1	-0.7	11	1.8
8	3	-16	-0.3	2	.
9	.	-6	0.1	-9	-0.7
10	1	-6	-0.1	41	0.2
11	2	-6	-1.0	-1	.
12	5	-7	10	2	1.2

# Random excerpt: two records from the list, in no set order.
no.	Compound	SSB-PriA inh	Vc quorum ag	PfHsp40 rescue	VHR inh abs	Anthrax LF prot
4	CCNC(=S)Nc1cc(OCC)c(NC(=O)c2ccco2)cc1OCC	6	-0.3	-0.2	8	1
7	O=C1[C@H](O)[C@@H](O)C(=O)N1Cc1ccccc1	-11	i	-1.5	.	5

no.	SARS 3CLpro inh	CCHF vOTU inh	BoNT A protease	Y pestis TopoI	TcdB inh
4	0	-10	-0.6	-8	.
7	3	1	-0.7	11	1.8

# The results go on:
no.	Compound	SSB-PriA inh	Vc quorum ag	PfHsp40 rescue	VHR inh abs	Anthrax LF prot
13	O=C(NC12CC3CC(CC(C3)C1)C2)c1cc(F)c(F)cc1Cl	-12	1.6	2.7	19	-5
14	O=C(O)Cn1ccnc1[N+](=O)[O-]	.	i	.	.	1
15	Cc1cc(C)c(S(=O)(=O)N2CCC3(CC2)OCCN3S(=O)(=O)c2cccs2)c(C)c1	-3	-2.0	0.1	.	3
16	COc1ccc(NC(=O)c2c(C)nn(-c3ccccc3)c2Cl)cc1	1	i	0.3	0	11
17	CC(C)C[C@H]1CN=C(Nc2ccccc2)N1CCc1ccc(F)cc1	-13	i	-1.0	.	-1
18	O=C(NC1CCCCC1)NC12CC3CC(CC(C3)C1)C2	-8	i	-2.2	1	1
19	O=C(NNC(=O)c1cccc(O)c1)Nc1ccc([N+](=O)[O-])cc1	-8	i	0.4	18	-5
20	CC1CN(S(=O)(=O)c2cc(C(=O)NCc3ccncc3)ccc2Cl)CC(C)O1 (stereo unspecified)	9	-1.6	-0.4	.	0
21	CCOc1ccc(C(CN2CCOCC2)C(C)=O)cc1OC (stereo unspecified)	.	.	.	.	-8
22	OC(CNCc1ccc(Cl)cc1)COc1ccccc1 (stereo unspecified)	-4	i	1.2	10	1
23	C=CCn1c(SCc2nc3scc(-c4ccccc4)c3c(=O)[nH]2)nnc1-c1ccccc1F	-2	-0.7	2.7	-13	-2
24	C#CCN(C[C@H]1[C@H](OC(=O)NCc2ccccc2)[C@H](OC(=O)NCc2ccccc2)C[C@H]2C(=O)N(c3ccccc3)C(=O)[C@@H]12)S(=O)(=O)c1ccc(C)cc1	.	-0.4	.	.	-5

no.	SARS 3CLpro inh	CCHF vOTU inh	BoNT A protease	Y pestis TopoI	TcdB inh
13	5	-12	1.8	9	0.2
14	.	14	-0.2	-6	-4.4
15	.	0	2.4	0	1.7
16	3	8	-0.2	3	1.5
17	.	8	0.1	4	1.0
18	-2	2	-0.4	0	0.5
19	2	-4	-1.3	4	-0.9
20	.	-1	1.1	2	-4.9
21	.	11	-0.2	.	-2.1
22	-6	16	-1.8	3	0.7
23	6	19	1.7	33	.
24	.	19	-0.4	4	-1.1

# Next part:
no.	Compound	SSB-PriA inh	Vc quorum ag	PfHsp40 rescue	VHR inh abs	Anthrax LF prot
25	CC(C)(Oc1ccc(C2CC2(Cl)Cl)cc1)C(=O)O (stereo unspecified)	-18	-3.0	1.4	.	-19
26	COC(=O)NCC(c1ccco1)N1CCN(c2ccc(OC)cc2)CC1 (stereo unspecified)	13&-12	i	1.3	-17	8
27	COCCN(C(=S)Nc1ccccc1OC)C1CCN(C(C)C)CC1	7	i	-0.9	22	-4
28	O=c1[nH]c2ccccc2n1C1CCN(C(c2ccccc2)c2nnnn2Cc2ccccc2)CC1 (stereo unspecified)	.	.	.	.	-9
29	COc1ccc(/C=N/NC(=O)CN(CCc2ccccc2)S(=O)(=O)c2ccc(NC(C)=O)cc2)cc1OC	.	-0.2	-0.5	-4	-2
30	O=C(NCCCN1CCOCC1)c1cccc(NC(=O)c2ccccc2)c1	-3	0.0	122*	.	-3
31	Nc1nc2ccccc2n1CCN1CCCC1	-5	-0.5	-0.4	-14	0
32	COc1ccc(Nc2ccc(S(=O)(=O)N3CCCCC3)cc2[N+](=O)[O-])cc1OC	70*	-0.2	-0.2	-7	-2
33	O=C(COC(=O)c1ccco1)Nc1ccccc1	5	1.0	-1.5	27	1
34	Cc1ccc(-c2ccc(/C=C(\C#N)C(N)=S)o2)c([N+](=O)[O-])c1	6&36	i	1.2	-1	-3
35	O=C(CCNC(=O)c1ccc(Cl)cc1)Nc1ccc(F)cc1F	-11	i	0.3	-2	-2
36	CCc1nc2c(OCC(=O)c3ccc(F)cc3)cccn2c1N(C)C(=O)c1ccccc1F	.	i	.	.	0

no.	SARS 3CLpro inh	CCHF vOTU inh	BoNT A protease	Y pestis TopoI	TcdB inh
25	.	-1	-0.1	2	0.3
26	1	8	-0.3	-2	-0.5
27	2	-4	-1.8	3	-0.6
28	.	7	-3.4	.	1.4
29	0	-7	-1.2	-9	0.4
30	-1	-14	2.1	0	1.1
31	-7	.	-0.6	-1	0.0
32	1	2	0.0	31	.
33	-2	2	-0.1	-6	.
34	-8	17	5.0	-5	-2.0
35	7	6	0.0	8	.
36	.	8	0.0	21	-0.1

# More entries
no.	Compound	SSB-PriA inh	Vc quorum ag	PfHsp40 rescue	VHR inh abs	Anthrax LF prot
37	CC(C)Oc1ccc(S(=O)(=O)N2CCOCC2)cc1NC(=O)C1COc2ccccc2O1 (stereo unspecified)	0	-0.6	1.8	.	-2
38	CN(C(=O)/C=C/c1ccco1)c1ccccc1C(=O)O	-3	0.8	1.2	0	-2
39	CCN(C(=O)Cn1c(=O)n2nc(CCn3nc(C)cc3C)nc2c2ccccc21)c1cccc(C)c1	-9	-0.3	1.2	28	-2
40	CCC1=NN2C(=N)/C(=C\c3cccn3-c3ccc(OC)cc3)C(=O)N=C2S1	-9	0.8	0.7	6	-2
41	OCc1ccc2c(c1)c(-c1ccc3c(c1)OCCO3)c(-c1ccccc1)n2-c1ccccc1	10	-1.5	1.4	.	-6
42	O=C(CN1CCN(S(=O)(=O)N2CCOCC2)CC1)Nc1ccc(Cl)c(Cl)c1	-6	i	-0.3	7	5
43	COCCC(=O)N1CCC(Oc2ccc(C(=O)NCc3csc(C)n3)cc2)CC1	-5	-7.1	-0.5	-15	-1
44	COC(=O)c1sc(-c2ccc(C(C)(C)C)cc2)cc1NC(=O)CSCC(=O)O	15	-0.8	?	4	6
45	COc1ccc2cc(C(=O)C3CCCN(C(=O)c4cc(=O)n(C)c(=O)n4C)C3)ccc2c1 (stereo unspecified)	-10	2.0	0.1	3	5
46	CCc1ccc(OCCCC(=O)Nc2ccc(N3CCCCC3)cc2)cc1	-6	-2.9	-0.5	21	-7
47	COc1ccc2[nH]c3c(c2c1)CCN1C(=O)C(CC(=O)NCCCn2ccnc2)C[C@H](C(=O)N2CCCCC2)[C@@]31C (stereo partly specified)	6	i	0.2	.	5
48	CN(C)S(=O)(=O)c1cccc(NC(=O)/C=C/c2ccc(S(=O)(=O)N3CCOCC3)cc2)c1	-11	i	0.8	.	-4

no.	SARS 3CLpro inh	CCHF vOTU inh	BoNT A protease	Y pestis TopoI	TcdB inh
37	.	9	-4.4	31	-1.8
38	-4	-1	-1.0	-1	1.0
39	4	9	0.0	5	.
40	7	10	-0.7	15	-3.7
41	.	-1	0.2	5	0.6
42	1	4	0.7	10	1.1
43	-1	-1	0.7	-10	-0.4
44	4	16	3.5	38	-1.8
45	-3	-114	-0.3	26	2.0
46	2	0	-4.2	4	.
47	.	-7	-0.4	6	1.3
48	.	3	-1.0	6	2.4

# Profiles, looked up by structure.
# Shown for `CCc1ccc(OCCCC(=O)Nc2ccc(N3CCCCC3)cc2)cc1` → SSB-PriA inh: -6; Vc quorum ag: -2.9; PfHsp40 rescue: -0.5; VHR inh abs: 21; Anthrax LF prot: -7; SARS 3CLpro inh: 2; CCHF vOTU inh: 0; BoNT A protease: -4.2; Y pestis TopoI: 4; TcdB inh: .
# Shown for `CC(C)Oc1ccc(S(=O)(=O)N2CCOCC2)cc1NC(=O)C1COc2ccccc2O1` (stereo unspecified) → SSB-PriA inh: 0; Vc quorum ag: -0.6; PfHsp40 rescue: 1.8; VHR inh abs: .; Anthrax LF prot: -2; SARS 3CLpro inh: .; CCHF vOTU inh: 9; BoNT A protease: -4.4; Y pestis TopoI: 31; TcdB inh: -1.8

# Further records follow:
no.	Compound	SSB-PriA inh	Vc quorum ag	PfHsp40 rescue	VHR inh abs	Anthrax LF prot
49	CN1C(=O)C(CC(=O)Nc2ccc3c(c2)Cc2ccccc2-3)N(C)C1=O (stereo unspecified)	-5	i	1.7	3	-2
50	CC(C)(C)OC(=O)N1CCC(NC(=O)c2[nH]c(C(F)(F)F)nc2-c2ccccc2)CC1	.	.	.	.	-6
51	COc1ccc(C(=O)N(C)C2(C)CCS(=O)(=O)C2)cc1OC (stereo unspecified)	2	i	0.1	.	3
52	COc1ccccc1NC(=O)CSc1nnnn1-c1ccc2c(c1)OCO2	-12	-5.0	-1.2	-12	3
53	O=C(NCC(c1ccc(F)cc1)N1CCOCC1)c1cccnc1Sc1ccccc1 (stereo unspecified)	-2	i	0.3	.	-1

no.	SARS 3CLpro inh	CCHF vOTU inh	BoNT A protease	Y pestis TopoI	TcdB inh
49	3	10	0.7	4	.
50	.	-5	0.2	.	-1.8
51	.	2	-8.4	-1	-0.2
52	-4	2	0.1	0	0.9
53	.	-1	-2.1	1	3.0
